SSB-PriA inh = inhibitors of Klebsiella pneumoniae PriA binding to SSB C-terminal tail, primary screen, biochemical, AlphaScreen | inhibition, % at 33 µM | PriA–SSB C-terminal tail interaction (Klebsiella pneumoniae) | 430,000 compounds, 0.6% hits | AlphaScreen SSBct-PriA binding, biotinylated peptide | AID 1272365, 2023; in the data active means inhibition mostly above about 37%, no sharp cut-off; inactive means mostly below about 20%;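 further: plate controls were negative control peptide for no effect and reference peptide for full effect; strong numbers were not always called active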
Active calls of the source: *; & = joins results of further samples. Not all compounds are listed; count on the stated rates, not on these rows.

Preview (3 entries):
canonical_smiles | SSB-PriA inh
CC(C)n1c(SCc2nc(-c3ccccc3)no2)nc2cc3c(cc2c1=O)OCO3 | -19
Cc1cccc(N2C[C@](O)(c3cccs3)[N+]3=C2CCCCC3)c1C | -10
Cc1noc(C2(NC(=O)Nc3ccccc3C(F)(F)F)CCCCC2)n1 | 1

The listing, previewed entries included:
canonical_smiles | SSB-PriA inh
CC(C)n1c(SCc2nc(-c3ccccc3)no2)nc2cc3c(cc2c1=O)OCO3 | -19
Cc1cccc(N2C[C@](O)(c3cccs3)[N+]3=C2CCCCC3)c1C | -10
Cc1noc(C2(NC(=O)Nc3ccccc3C(F)(F)F)CCCCC2)n1 | 1
Cc1cccc(N(CC(=O)NN=Cc2ccc(C(=O)O)cc2)S(=O)(=O)c2ccccc2)c1C | -9
Cc1nc(-c2ccccc2NC(=O)c2sc3nc(-c4ccc(F)cc4)cn3c2C)cs1 | -1
CC(=O)Nc1ccc2nc(NC(=O)c3cccc(NS(=O)(=O)c4ccc(C)cc4)c3)sc2c1 | -15
O=C(NCC[C@H](O)c1ccco1)c1ccc2c(c1)OCO2 | -10
COc1ccc(-c2coc3c4c(ccc3c2=O)OCN(Cc2ccco2)C4)cc1OC | -4
Fc1ccc(CNCCC2=CCCCC2)cc1 | -14
Cc1cc(C(=O)Nc2nnc(-c3ccc(Br)s3)o2)no1 | -16&4

Gathered by group: the compounds so far containing a thiophene ring, fused or not
canonical_smiles | SSB-PriA inh
Cc1cccc(N2C[C@](O)(c3cccs3)[N+]3=C2CCCCC3)c1C | -10
Cc1cc(C(=O)Nc2nnc(-c3ccc(Br)s3)o2)no1 | -16&4

Next entries follow:
canonical_smiles | SSB-PriA inh
CC(C)c1ccc(/C=N\NC(=O)c2cc(-c3ccc(Cl)cc3)n[nH]2)cc1 | -1
Cc1ccc2nc(C3CN(C(=O)COc4ccccc4C)C3)[nH]c2c1 | -9
O=S(=O)(NCC1CCN(c2ccccn2)CC1)c1ccccc1F | -4
Cc1cc(C(=O)Nc2nc(C(=O)Nc3nccs3)co2)no1 | -7
CCOc1ccc(NC(=O)CSc2oc(-c3cccs3)nc2S(=O)(=O)c2ccc(Br)cc2)cc1 | 7
COc1cc(C(C)=NNC(=O)c2nnn(-c3nonc3N)c2-c2cccs2)ccc1O | -9
CN1CCN(C=NC2=C(C#N)C(c3ccccc3)C3=C(CC(C)(C)CC3=O)O2)CC1 (configuration not stated) | -4
CCOc1ccc(-c2ccc(=O)n(Cc3nc(-c4cccc(C)c4)no3)n2)cc1 | 2
O=C(Nc1cccc(-c2cn3cccnc3n2)c1)c1ccccc1C(F)(F)F | -7
COc1ccccc1OCC#CCNC(=O)CN1C(=O)CCC1=O | -24
COC(=O)c1ccc(C(=O)NNc2nc3ccc(OC)cc3s2)cc1 | -4
COCCn1c(=S)[nH]c2cc(C(=O)N3CC=C(c4ccccc4)CC3)ccc2c1=O | -12
Cn1nnc2c(=O)n(CC(=O)N3CCc4ccccc43)cnc21 | -3
COc1cc(C(=O)NN=C(c2ccccc2)c2ccccn2)cc(OC)c1OC | -5
COC(=O)c1ccc(NC(=O)CSc2nnc(-c3ccccc3Cl)n2N)cc1 | 2
COc1ccc(NC(=O)Cn2cc(C(=O)c3ccc(F)cc3)c(=O)c3cc(F)ccc32)cc1 | -6
COc1ccc(C(=O)NCC2(c3ccsc3)CCCC2)c(OC)c1OC | -17
CS(=O)(=O)N1CCC(C(=O)Nc2ccc3scnc3c2)CC1 | -21&-5
O=C(c1cc(=O)[nH]c2ccccc12)N1CCC(Cc2n[nH]c(=O)n2-c2ccccc2F)CC1 | -12
CC(=O)Nc1ccc(SCC(=O)NCc2ccc(F)cc2)nn1 | -8&-6
Cc1ccc(NC(=O)c2ccc(=O)n(Cc3cccc(F)c3)n2)cc1Cl | -2
Cc1cc(NC(=O)c2ccc(C(=O)c3ccccc3)cc2)on1 | 8
Cc1cc(OC2CCN(C(=O)Cn3ccc4ccccc43)C2)cc(=O)n1C (configuration not stated) | -8
CC1CCN(C(=O)COc2coc(CN3CCN(Cc4ccccc4)CC3)cc2=O)CC1 | -5
O=C(Nc1nnc(-c2ccc(Br)s2)o1)C1CC1 | -2
COc1cc([N+](=O)[O-])ccc1NC(=O)c1ccc(=O)n(Cc2cccc(C(F)(F)F)c2)c1 | -5
CCc1ccc2ncc(C#N)c(Nc3ccc(OC)c(OC)c3)c2c1 | 5
CSc1nn(CC(=O)Nc2ccc(Br)cc2F)c(N)c1S(=O)(=O)c1ccccc1 | -4
Cc1c(C(=O)NCCOc2cccc(C(F)(F)F)c2)cccc1[N+](=O)[O-] | -4
O=C(NCC1(c2cccs2)CCCC1)C(=O)Nc1ccc2c(c1)OCO2 | 14
CCn1c(SCC(=O)Nc2ccc3c(c2)OCCO3)nnc1-c1cccn(C)c1=O | -10&-4
Cc1cc(C(=O)N(Cc2cccnc2)c2nc3c(C(F)(F)F)cccc3s2)c(C)o1 | -22
CC(C)(Oc1ccc(Cl)cc1)C(=O)Oc1coc(CSc2ncccn2)cc1=O | -8
CC(C)N1CCC(CNC(=O)C(=O)Nc2ccccc2)CC1 | 4
COc1ccccc1[C@H](CNC(=O)C1CC1)OC | -15
CSc1ccc(C=NNC(=O)CNc2ccc(C)cc2)cc1 | 2
COc1cccc(OCC(=O)Nc2ccc3c(c2)C(=O)Nc2cc(Cl)ccc2O3)c1 | -4
Cc1cc(Nc2ccc(S(=O)(=O)N3CCOCC3)cc2)c2ccc(C(F)(F)F)cc2n1 | 3
CCCOc1ccc(CCC(=O)N2CCC[C@H](S(=O)(=O)c3ccc(F)cc3)C2)cc1 | 2
O=C(OCN1C(=O)c2ccccc2C1=O)c1ccccc1F | 3
O=C(Nc1nnc(-c2ccco2)o1)c1cc(-c2ccccc2)nc2ccccc12 | 0
CCn1ccc(C(=O)Nc2nnc(-c3cc(OC)c(OC)c(OC)c3)o2)n1 | 10
COCCN1CCC(CNC(=O)c2ccccc2C)CC1 | -14
CN1CCN(N=Cc2nc(-c3cccc([N+](=O)[O-])c3)n3ccccc23)CC1 | 6
O=C(Nc1ccccc1C(F)(F)F)N1CCC(Oc2cccc3cccnc23)CC1 | -6
CCn1c(SCC(=O)Nc2cc(Cl)ccc2OC)nc2c(-c3ccccc3)csc2c1=O | -7
CC(C)CCNC(=O)CSc1ncc(S(=O)(=O)c2ccc(Cl)s2)c(N)n1 | 3
C=Cc1ccc(COC(=O)c2nnn(-c3ccc(Br)cc3)c2C)cc1 | -7
C=CCc1cccc(C=Nc2ncn[nH]2)c1O | -1
COc1ccc(-c2[nH]c3ccccc3c2C(C[N+](=O)[O-])c2cccs2)cc1OC (configuration not stated) | 18

Following part
canonical_smiles | SSB-PriA inh
CCn1cc(C(=O)OCC(=O)Nc2cccc(C(F)(F)F)c2)c(=O)c2ccc(C)nc21 | 3
O=C(COc1ccccc1F)NCCc1csc(-n2cccn2)n1 | -16
CS(=O)(=O)c1ccc(CCC(=O)N2CCC(N3CCc4sccc4C3)CC2)cc1 | -18
O=C(Nc1ccc2c3c(cccc13)CC2)c1sc2ccccc2c1Cl | -7
O=C(NCc1nn(CCN2CCCC2)c(=O)c2ccccc12)c1ccco1 | -1
CCOc1ccc(C=NNC(=O)CN2CCCCCCC2)cc1 | 3
O=C(Nc1nnc(-c2ccc3c(c2)OCCO3)o1)[C@@H]1CCCN1S(=O)(=O)c1ccc(Cl)s1 | 10
Cc1ccc(C=NNC(=O)NC2CCCCC2)o1 | 4
CC(C)c1ccc(OCC(=O)N2CCN(Cc3nc4ccccc4[nH]3)CC2)cc1 | -16
C(=NNc1nc(N2CCCCC2)nc(N2CCCCC2)n1)c1c[nH]c2ccccc12 | 37
CCOc1cccc2cc(-c3csc(NC(=O)C4CC4)n3)oc12 | 11
CCN(c1ccccc1)S(=O)(=O)c1ccc(C(=O)Nc2ncnc3sccc23)cc1 | -8
COc1ccc(-c2csc(NC(=O)CCCS(=O)(=O)c3ccc(Cl)cc3)n2)cc1OC | 7
O=C(/C=C/c1ccccc1)N(Cc1cccnc1)c1nc2c(F)cccc2s1 | 7
CSc1ccccc1NC(=O)c1cccc(Oc2ccccn2)c1 | -11
CCOC(=O)Cc1csc(NN=Cc2ccc(N(C)C)cc2)n1 | 18
COc1ccc(-c2csc(NC(=O)C3CCN(S(=O)(=O)c4cccs4)CC3)n2)c(OC)c1 | 13
CN(C)c1nc(N2CCCCC2)ncc1NC(=O)c1ccccc1C(F)(F)F | -4
CCOc1ccc(CC(=O)NCCS(=O)(=O)N2CCN(c3ncccn3)CC2)cc1 | -19
O=C(Nc1ccc2c(c1)C(=O)N1CCCC[C@H]1CCO2)c1ccc(-c2ccsc2)cc1 | 7
CCOC(=O)Cc1csc(NC(=O)CSc2nnc(CSc3nc(C)cc(C)n3)n2C)n1 | -14
COCCN(Cc1ccsc1)C(=O)Cc1c(C)noc1C | -5
Cc1ccc2cccc(C(=O)N3C4C=CCC3CC4)c2n1 (configuration not stated) | -15
COc1cccc(OCC(=O)NCCCS(=O)(=O)N2CCN(c3ccccn3)CC2)c1 | 1
COc1ccc(N2CCN(CCNC(=O)COc3ccc(F)cc3)CC2)cc1 | -3
O=C(Cn1cnc2ccccc2c1=O)Nc1ccsc1-c1nc(C2CC2)no1 | -5
Cc1nn(-c2ccccc2)c(Cl)c1C=NNc1nc2ccccc2[nH]1 | 2
C=CCOc1ccc(C(CC)=NO)c(OC)c1 | -1
Cc1cccc(CC(=O)Nc2cccc(N3CCCCC3=O)c2)c1 | -6
Cc1ccc(NC(=O)c2ccccc2NC(=O)Nc2cccc(Cl)c2)c(C(=O)c2ccccc2)c1 | -1
COc1ccc(S(=O)(=O)NCCn2nc(-c3ccncc3)c3c2CCCC3)c(C)c1 | -13
CCC(=O)Nc1ccc(S(=O)(=O)NCCN2CCC(c3cccs3)CC2)c(C)c1 | -7
COC(=O)c1ccccc1-c1ccc(/C=C(\C#N)c2nc3ccccc3c(=O)[nH]2)o1 | -10
CCOC(=O)c1[nH]c(C)c(C(=O)N(Cc2ccccc2)C(C)C)c1C | 7
COc1ccc(-c2cn3cccnc3n2)cc1NC(=O)c1c(F)cccc1Cl | -6
Cc1cc(C(=O)Nc2nnc(Cc3ccc(Cl)s3)o2)n(C)n1 | -1&14
Cc1cccc(NC(=O)CCCSc2ccc(NC(=O)c3cccs3)nn2)n1 | 3
O=C1NC(=Nc2ccc(O)cc2)S/C1=C\c1ccc(Cl)cc1Cl | 8
O=C(NCCC1=CCCCC1)[C@@H]1CCCN1c1nc2ccccc2o1 | -4
Cc1ccc([C@H]2C3=C(CCCC3=O)N=C(SCC(=O)N3CCN(Cc4ccccc4)CC3)C2C#N)cc1 (some centres not stated) | -8
CCOc1ccc(NC(=O)CSc2nc3sc4c(c3c(=O)n2-c2ccc(F)c(Cl)c2)CCN(C(C)=O)C4)cc1 | -19
Cc1ccc(N2CCC(CNS(=O)(=O)Cc3ccccc3Cl)CC2)nn1 | 16
COc1cc(C(C)=O)ccc1OCC(O)Cn1cncn1 (configuration not stated) | 6
COc1cc2ccccc2cc1C(=O)Nc1ccc(Cl)cc1C(=O)c1ccccc1Cl | -5
O=C(Cn1ccc2ccccc21)NCCCn1ccc2cccnc21 | -18
O=C(COc1ccc(F)cc1)Nc1nc2c(s1)C(=O)NCCC2 | -14
O=C(c1ccc2c(c1)OCO2)N1CCCC(c2nnc(-c3cccs3)o2)C1 (configuration not stated) | -6
Cc1c(C(=O)NCCSc2nncn2C)cnn1-c1ccccc1 | -13
CC(=O)c1cccc(S(=O)(=O)NC[C@@](O)(c2cccs2)C2CC2)c1 | -16
O=C(Nc1ccc2c(c1)N(C(=O)C1CCCO1)CC2)c1ccc(F)c(F)c1 (configuration not stated) | -8

More structures
canonical_smiles | SSB-PriA inh
COc1cc(Cn2c(=O)c3c(N4CCN(C(C)=O)CC4)ccnc3n(C)c2=O)cc(OC)c1 | -1
Cc1cc(OCC(O)CN2CCN(Cc3ccccc3)CC2)ccc1C(C)C (configuration not stated) | -9
COC(=O)c1cc(C(C)(C)C)[nH]n1 | -9
COc1ccc(-c2ccc(N3CCC(C(=O)N4CCN(c5ccc(F)cc5)CC4)CC3)nn2)cc1 | -10
Cc1ccc(C(O)=C2C(=O)C(=O)N(C)C2c2ccc(F)cc2)cc1 (configuration not stated) | -14
CCN1CCOC2(O)C=CC(=O)C=C12 (configuration not stated) | 3
NC(CN1CCCC1=O)=NO | -9
Cn1cc(C(=O)Nc2cnn(CC3CCOCC3)c2)nn1 | -2
Cc1noc(C)c1CCC(=O)N1CCN(c2ccccc2F)CC1 | -10
Cc1cc(C(=O)NN=C/C=C/c2ccc([N+](=O)[O-])cc2)n[nH]1 | -2
N#C/C(=C/C1=Cc2ccccc2OC1)c1nc2ccccc2s1 | -1
O=C1C(Cl)=C(Cl)C(=O)C(Cl)(Cl)C1(Cl)Cl | -7
CC(=NNC(=O)CSc1nc2ccccc2o1)c1cccc(O)c1 | -3
O=[N+]([O-])c1cccc(NN=Cc2cccc(O)c2O)c1 | 18
O=C(Nc1nc2ccc([N+](=O)[O-])cc2s1)c1cccn(Cc2ccc(F)cc2)c1=O | -13
COCCN(Cc1ccoc1)C(=O)CCc1ccc(OC)cc1 | -4
CCOC(=O)C(CC)Sc1nnc(CSc2nc(C)cc(C)n2)n1-c1cccc(C(F)(F)F)c1 (configuration not stated) | -5
Cc1ccc(-c2nn(-c3ccccc3)cc2/C=C2\SC(=S)NC2=O)cc1F | -3

Screening data from PubChem.
